Assay outcomes as filed in PubChem.
Tn6 DDE FP = DD(E)-Tn6 binding inhibition, primary FP screen | AID 720509 | P02675 | actives 0.21% (n = 370,000) | inhibition, % at 8.3 µM | Fibrin DD(E) TRITC-Tn6 fluorescence polarization displacement;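 active means inhibition above a per-campaign cutoff: mean of compounds within control limits plus 3 SD, cut at about 15% in these data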;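 further: 0% = median of all compound wells on the plate and 100% = blocking peptide control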
TDP2 inh = TDP2 (human) inhibition, absorbance primary screen | actives 0.34% (n = 370,000) | AID 720702 | inhibition, % at 12.8 µM | recombinant TDP2, T5PNP hydrolysis, p-nitrophenol absorbance 415 nm;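 active means inhibition above the mean of all tested compounds plus 3 SD, set per campaign, cut at about 25% in these data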;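 further: 0% = DMSO with enzyme and 100% = buffer with substrate but no TDP2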
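Test system: Human TDP2 enzyme | Reagent: 5 mM T5PNP | Compound dosing: 12.8 µM single point, 1% DMSO | Incubation: Enzyme reaction with compound for 2 h at 37 °C | Technique: p-Nitrophenol epi absorbance | Read-out: % inhibition relative to enzyme-containing and enzyme-free wells | Benchmarks: High control without enzyme, low control DMSO plus TDP2 | Replicates: Singlicate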
KLK7 zymogen act = activators of human kallikrein-7 zymogen; P49862; purified proKLK7, EDANS-DABCYL substrate fluorescence; 100% is mature enzyme control, 0% vehicle; activation, % at 7 µM; actives 0.9% (n = 370,000); AID 652039;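 active means activation above the mean of all tested compounds plus 3 SD, computed per campaign excluding outliers beyond control limits, cut at about 13% in these data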
DDE Tn7 FP inh = DD(E)-Tn7 binding inhibition, primary FP screen; FP displacement of FITC-Tn7 peptide from fibrin DD(E); 0% = median of compound wells per plate; inhibition, % at 8.3 µM; actives 0.13% (n = 370,000);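 active means inhibition above the mean of compounds falling within the control limits plus 3 SD of them, cut at about 14% in these data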;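 further: 0% = plate median of compound wells and 100% = 10 µM Aha-Tn7 peptide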
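Measure: % inhibition scaled between sample-field median and high-control FP; Test system: human fibrin DD(E); Quantity: 2 µM final DD(E) protein; Doses: one dose, 8.3 µM nominal; Schedule: compound with protein 10 min, then 3 h after probe, room temperature; Detection: fluorescence polarization; Medium: Tris buffer with calcium and detergent, pH 7.8.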
LEDGF integ inh = blocks HIV-1 LEDGF/p75-dependent DNA integration | actives 0.64% (n = 370,000) | TR-FRET IN-LEDGF/p75 DNA integration, Eu/Cy5 | inhibition, % at 3.7 µM;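 active means inhibition above the screen-wide mean plus 3 SD, cut at about 13% in these data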;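 further: signal is the Cy5 over europium emission ratio at 671 and 618 nm; 0% = plate median of compound wells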
ADAM10 inh = inhibitors of human ADAM10. actives 0.62% (n = 370,000). inhibition, % at 7 µM. recombinant ADAM10, EDANS/DABCYL FRET peptide cleavage, 3 h. AID 720582. O14672;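 active means inhibition above a per-campaign cutoff equal to the mean of compounds falling between control-based bounds plus 3 SD, cut at about 20% in these data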;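 further: 0% = DMSO wells while the 100% control is not disclosed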
ASAP1 inh = ASAP1 ArfGAP inhibition; inhibition, % at 16.5 µM; ASAP1-stimulated ARF1 GTP hydrolysis, GDP FP detection; Q9ULH1; AID 624377; actives 0.19% (n = 360,000); in the data active means inhibition above about 25%;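 further: 0% = vehicle with enzyme and substrate and 100% = no enzyme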
ARFGAP1 inhibitor = inhibits rat ARF GTPase activating protein 1. Q62848. Arfgap1-stimulated ARF1 GTP hydrolysis, GDP FP detection. inhibition, % at 16.5 µM. actives 0.26% (n = 360,000). AID 651572;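 active means inhibition above a per-plate limit, mean inhibition of low control wells plus 3 SD, cut at about 25% in these data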;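 further: 0% = DMSO wells with enzyme and 100% = wells lacking Arfgap1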
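Assay system: purified rat His6-Arfgap1 residues 1-136 (GAP domain); Reagent: human Δ17 ARF1 bound to GTP; Dosing: 16.5 µM single point, 1.26% DMSO; Times: GTP hydrolysis reaction 2 h at 25 °C; Signal: FP, GDP Alexa 633 tracer displaced from anti-GDP antibody, 620/688 nm; Measure: % inhibition from polarization.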
PLC-gamma1 inh = blocks human PLC-gamma1 enzyme activity. P19174. purified PLC-gamma1, fluorogenic substrate, fluorescence. actives 0.84% (n = 370,000). inhibition, % at 12.2 µM; in the data active means inhibition above about 9.5%
Target sequence (P19174 whole entry, looked up): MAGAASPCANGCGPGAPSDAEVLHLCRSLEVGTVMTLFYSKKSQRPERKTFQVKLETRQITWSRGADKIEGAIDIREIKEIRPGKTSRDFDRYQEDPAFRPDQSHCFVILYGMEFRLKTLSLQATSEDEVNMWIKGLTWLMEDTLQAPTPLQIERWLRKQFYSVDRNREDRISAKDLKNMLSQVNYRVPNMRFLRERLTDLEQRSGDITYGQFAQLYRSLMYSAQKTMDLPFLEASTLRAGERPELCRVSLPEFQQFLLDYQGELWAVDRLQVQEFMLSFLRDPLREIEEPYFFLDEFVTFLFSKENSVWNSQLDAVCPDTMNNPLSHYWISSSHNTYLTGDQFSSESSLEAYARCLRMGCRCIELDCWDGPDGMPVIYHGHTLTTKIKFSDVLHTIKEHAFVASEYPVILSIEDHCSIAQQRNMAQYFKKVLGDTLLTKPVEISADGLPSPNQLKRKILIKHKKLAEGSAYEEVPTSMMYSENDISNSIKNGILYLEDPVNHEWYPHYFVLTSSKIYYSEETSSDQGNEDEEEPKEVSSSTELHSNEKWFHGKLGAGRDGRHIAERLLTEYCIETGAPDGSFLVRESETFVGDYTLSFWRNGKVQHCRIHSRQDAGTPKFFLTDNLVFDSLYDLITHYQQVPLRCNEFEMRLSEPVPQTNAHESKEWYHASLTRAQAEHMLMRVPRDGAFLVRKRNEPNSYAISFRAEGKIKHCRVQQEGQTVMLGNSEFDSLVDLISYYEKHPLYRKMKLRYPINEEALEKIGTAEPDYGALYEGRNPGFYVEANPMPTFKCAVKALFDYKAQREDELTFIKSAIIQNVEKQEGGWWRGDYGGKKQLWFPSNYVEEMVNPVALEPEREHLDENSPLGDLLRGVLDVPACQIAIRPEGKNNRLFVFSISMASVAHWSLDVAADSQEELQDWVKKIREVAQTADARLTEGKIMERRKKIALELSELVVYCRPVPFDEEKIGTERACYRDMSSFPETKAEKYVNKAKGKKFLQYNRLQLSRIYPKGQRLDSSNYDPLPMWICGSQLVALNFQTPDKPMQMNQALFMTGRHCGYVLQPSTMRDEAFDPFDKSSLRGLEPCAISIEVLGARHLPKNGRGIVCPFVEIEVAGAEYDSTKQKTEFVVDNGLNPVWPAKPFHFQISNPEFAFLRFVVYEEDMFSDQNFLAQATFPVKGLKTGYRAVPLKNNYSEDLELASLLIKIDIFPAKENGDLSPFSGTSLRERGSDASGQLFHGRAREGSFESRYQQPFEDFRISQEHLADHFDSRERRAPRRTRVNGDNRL
ADAM17 inh = ADAM17 inhibition, QFRET primary screen | P78536 | recombinant ADAM17, EDANS/DABCYL FRET peptide cleavage | inhibition, % at 6.95 µM | actives 0.83% (n = 370,000);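 active means inhibition above the mean of compounds lying between control limits plus 3 SD, set per campaign, cut at about 8.5% in these data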;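 further: 0% = DMSO-only wells as the low control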
An asterisk follows results filed as active.

For Cc1nn(CC(=O)NCCCN2CCCCC2)c(=O)c2cccn12 the results were Tn6 DDE FP -4, TDP2 inh -11, KLK7 zymogen act -0.3, DDE Tn7 FP inh -1, LEDGF integ inh -7, ADAM10 inh -1, ASAP1 inh 17, ARFGAP1 inhibitor -5, PLC-gamma1 inh 0 and ADAM17 inh -3.
For CSc1nnc(-c2ccco2)n1-c1ccccc1 the results were Tn6 DDE FP 3, TDP2 inh 6, KLK7 zymogen act 0.1, DDE Tn7 FP inh -12, LEDGF integ inh -2, ADAM10 inh 2, ASAP1 inh -2, ARFGAP1 inhibitor -2, PLC-gamma1 inh 4 and ADAM17 inh -2.
Screening CC(=O)OC1CSC2c3ccccc3C(=O)N2Cc2sccc21 (stereo not drawn) returned Tn6 DDE FP -1, TDP2 inh -1, KLK7 zymogen act 0.1, DDE Tn7 FP inh -3, LEDGF integ inh 0, ADAM10 inh 4, ASAP1 inh 5, ARFGAP1 inhibitor 7, PLC-gamma1 inh -3 and ADAM17 inh -9.
Screening NC(=O)CSc1nnc2ccc(-c3ccc(F)cc3)nn12 returned Tn6 DDE FP 4, TDP2 inh 10, KLK7 zymogen act 5.5, DDE Tn7 FP inh 8, LEDGF integ inh 2, ADAM10 inh -51, ASAP1 inh 2, ARFGAP1 inhibitor 11, PLC-gamma1 inh -171 and ADAM17 inh -25.
Screening CCc1nc2sc3c(c2c(=S)[nH]1)CC(C)(C)OC3 returned Tn6 DDE FP -4, TDP2 inh 2, KLK7 zymogen act 0.2, DDE Tn7 FP inh -4, LEDGF integ inh -4, ADAM10 inh -10, ASAP1 inh -7, ARFGAP1 inhibitor -8, PLC-gamma1 inh 0 and ADAM17 inh -4.
`COc1cccc(CNC(=O)CCCNS(=O)(=O)c2cccs2)c1` gave Tn6 DDE FP 5, TDP2 inh -4, KLK7 zymogen act 0.2, DDE Tn7 FP inh 8, LEDGF integ inh 2, ADAM10 inh 4, ASAP1 inh -16, ARFGAP1 inhibitor 4, PLC-gamma1 inh -2 and ADAM17 inh -6.
For COc1ccc(N(CC(=O)Nc2ccccc2C(=O)O)S(=O)(=O)c2ccc(C)c([N+](=O)[O-])c2)cc1 the results were Tn6 DDE FP 1, TDP2 inh -1, KLK7 zymogen act 0.1, DDE Tn7 FP inh 0, LEDGF integ inh -3, ADAM10 inh -7, ASAP1 inh -10, ARFGAP1 inhibitor -1, PLC-gamma1 inh -11 and ADAM17 inh -5.
Screening CCOc1ccc(NC(=O)c2ccc3c(c2)S(=O)(=O)N=C2CCCCCN23)cc1 returned Tn6 DDE FP 5, TDP2 inh 5, KLK7 zymogen act -43, DDE Tn7 FP inh 0, LEDGF integ inh -4, ADAM10 inh -11, ASAP1 inh 9, ARFGAP1 inhibitor 11, PLC-gamma1 inh 0 and ADAM17 inh -6.
O=C(Nc1ccccc1)c1ccccc1NC(=O)[C@H]1CCCC[C@H]1C(=O)O was read as Tn6 DDE FP 1, TDP2 inh -5, KLK7 zymogen act 0.2, DDE Tn7 FP inh -4, LEDGF integ inh 0, ADAM10 inh -13, ASAP1 inh -4, ARFGAP1 inhibitor 1, PLC-gamma1 inh -7 and ADAM17 inh -7.
Screening CSCCC(NC(=O)c1ccco1)C(=O)N1CCCC(C(F)(F)F)C1 (stereo not drawn) returned Tn6 DDE FP -1, TDP2 inh -4, KLK7 zymogen act -0.9, DDE Tn7 FP inh 3, LEDGF integ inh -2, ADAM10 inh -11, ASAP1 inh 0, ARFGAP1 inhibitor -11, PLC-gamma1 inh 2 and ADAM17 inh -3.
For CCCCOc1ccc(C(=O)Nc2cccc(C)n2)cc1 the results were Tn6 DDE FP 0, TDP2 inh -1, KLK7 zymogen act 0.0, DDE Tn7 FP inh 6, LEDGF integ inh 3, ADAM10 inh -1, ASAP1 inh -7, ARFGAP1 inhibitor -18, PLC-gamma1 inh 1 and ADAM17 inh -4.
For CCc1cc(=O)oc2cc(C)cc(OC(C)C(=O)NC3CC(C)(C)NC(C)(C)C3)c12 (stereo not drawn) the results were Tn6 DDE FP 1, TDP2 inh 4, KLK7 zymogen act 7.0, DDE Tn7 FP inh 5, LEDGF integ inh -1, ADAM10 inh -217, ASAP1 inh 1, ARFGAP1 inhibitor -4, PLC-gamma1 inh -106 and ADAM17 inh -77.
`CCOc1ccc(NC(=O)COC(=O)c2c[nH]c3ccccc23)cc1` gave Tn6 DDE FP -5, TDP2 inh -3, KLK7 zymogen act 0.8, DDE Tn7 FP inh 0, LEDGF integ inh -4, ADAM10 inh -2, ASAP1 inh 4, ARFGAP1 inhibitor 0, PLC-gamma1 inh 0 and ADAM17 inh -2.
Screening CCc1cccc(NC(=O)C(NC(=O)C2CCCCC2)C(C)C)c1 (stereo not drawn) returned Tn6 DDE FP 0, TDP2 inh -3, KLK7 zymogen act 0.3, DDE Tn7 FP inh -4, LEDGF integ inh 1, ADAM10 inh 1, ASAP1 inh 0, ARFGAP1 inhibitor 1, PLC-gamma1 inh 4 and ADAM17 inh -2.
CC(CCC(=O)NN)C1CCC2C3CCC4CC(O)CCC4(C)C3CCC12C (stereo not drawn) was read as Tn6 DDE FP -5, TDP2 inh 6, KLK7 zymogen act -0.2, DDE Tn7 FP inh -2, LEDGF integ inh -1, ADAM10 inh -6, ASAP1 inh -7, ARFGAP1 inhibitor 11, PLC-gamma1 inh 0 and ADAM17 inh 2.
Screening Cc1cccc(/C=N/Nc2ccc3ccccc3n2)c1 returned Tn6 DDE FP -10, TDP2 inh -5, KLK7 zymogen act -1.1, DDE Tn7 FP inh -7, LEDGF integ inh -2, ADAM10 inh -12, ASAP1 inh 13, ARFGAP1 inhibitor 25*, PLC-gamma1 inh -7 and ADAM17 inh -10.
Screening Cc1ccc(NC(=O)CSc2nc(C)c(Cc3ccccc3)c(=O)[nH]2)cc1 returned Tn6 DDE FP 5, TDP2 inh -2, KLK7 zymogen act -0.3, DDE Tn7 FP inh 3, LEDGF integ inh -6, ADAM10 inh 1, ASAP1 inh 4, ARFGAP1 inhibitor -4, PLC-gamma1 inh 0 and ADAM17 inh -2.
`CCCC1=C(C(=O)OCC)C(c2cc(Cl)cc(OC)c2OCc2ccccc2)NC(=O)N1` (stereo not drawn) gave Tn6 DDE FP -1, TDP2 inh -2, KLK7 zymogen act -0.1, DDE Tn7 FP inh -4, LEDGF integ inh 0, ADAM10 inh 11, ASAP1 inh 11, ARFGAP1 inhibitor -7, PLC-gamma1 inh 0 and ADAM17 inh -5.
For COC(=O)c1cnc(Nc2nc(C(N)Cc3ccc(Cl)cc3)cs2)nc1C(F)(F)F (stereo not drawn) the results were Tn6 DDE FP -1, TDP2 inh -4, KLK7 zymogen act 0.1, DDE Tn7 FP inh 1, LEDGF integ inh 3, ADAM10 inh -1, ASAP1 inh -14, ARFGAP1 inhibitor 6, PLC-gamma1 inh 5 and ADAM17 inh 1.
For COCC1CCN(C(=O)c2cc(COc3ccc(F)cc3Cl)on2)C1 (stereo not drawn) the results were Tn6 DDE FP 0, TDP2 inh 0, KLK7 zymogen act 0.2, DDE Tn7 FP inh -2, LEDGF integ inh 1, ADAM10 inh -6, ASAP1 inh 1, ARFGAP1 inhibitor 0, PLC-gamma1 inh -3 and ADAM17 inh -1.
For CS(=O)(=O)Nc1ccc(S(=O)(=O)N2CCCC2)cc1 the results were Tn6 DDE FP 0, TDP2 inh 1, KLK7 zymogen act -0.4, DDE Tn7 FP inh 5, LEDGF integ inh -1, ADAM10 inh -3, ASAP1 inh -1, ARFGAP1 inhibitor 3, PLC-gamma1 inh 1 and ADAM17 inh -6.
CCC(=O)N1CCC1(C)C(=O)Nc1ccc(Cl)c(Cl)c1 (stereo not drawn) was read as Tn6 DDE FP 7, TDP2 inh 4, KLK7 zymogen act 0.1, DDE Tn7 FP inh 4, LEDGF integ inh 0, ADAM10 inh -21, ASAP1 inh -7, ARFGAP1 inhibitor -6, PLC-gamma1 inh 0 and ADAM17 inh -1.
COc1ccc(Cn2nnnc2C(c2cccs2)N2CCN(c3ccccc3)CC2)cc1 (stereo not drawn) was read as Tn6 DDE FP -4, TDP2 inh 1, KLK7 zymogen act -0.3, DDE Tn7 FP inh -3, LEDGF integ inh 2, ADAM10 inh 0, ASAP1 inh 0, ARFGAP1 inhibitor -2, PLC-gamma1 inh 2 and ADAM17 inh 0.
Screening CCOc1ccc(/C=C/c2nc(C#N)c(NCCCOC)o2)cc1 returned Tn6 DDE FP -2, TDP2 inh -10, KLK7 zymogen act -15, DDE Tn7 FP inh 5, LEDGF integ inh -5, ADAM10 inh -342, ASAP1 inh 7, ARFGAP1 inhibitor 8, PLC-gamma1 inh -471 and ADAM17 inh -146.
CC(C)Cn1c(/C=N/Nc2nc3ccccc3[nH]2)nc2ccccc21 was read as Tn6 DDE FP -5, TDP2 inh -6, KLK7 zymogen act -1.1, DDE Tn7 FP inh 2, LEDGF integ inh -1, ADAM10 inh 9, ASAP1 inh -7, ARFGAP1 inhibitor -6, PLC-gamma1 inh -18 and ADAM17 inh -2.
CC(C)(C)C1CCC(=NOC(=O)c2ccc(F)cc2)CC1 (stereo not drawn) was read as Tn6 DDE FP -3, TDP2 inh -1, KLK7 zymogen act -0.7, DDE Tn7 FP inh -4, LEDGF integ inh -1, ADAM10 inh -3, ASAP1 inh 8, ARFGAP1 inhibitor 6, PLC-gamma1 inh -1 and ADAM17 inh -5.
CC(c1ccccc1)N1CC[C@H]2C=CC[C@@H](C(=O)Nc3cccc(Cl)c3)[C@H]2C1=O (stereo partly drawn) was read as Tn6 DDE FP -8, TDP2 inh 1, DDE Tn7 FP inh 5, LEDGF integ inh -1, ADAM10 inh 0, PLC-gamma1 inh -1 and ADAM17 inh -1.
Screening CCCCCNC(=O)c1ccc2c(=O)n(CC3CCCO3)c(=S)[nH]c2c1 (stereo not drawn) returned Tn6 DDE FP 1, TDP2 inh 1, KLK7 zymogen act -0.9, DDE Tn7 FP inh 3, LEDGF integ inh -4, ADAM10 inh -4, ASAP1 inh -5, ARFGAP1 inhibitor 3, PLC-gamma1 inh 1 and ADAM17 inh -4.

Not a hit list; any-hit rate near 4.2%.
